Screening data deposited in PubChem BioAssay by several laboratories.
SUMO HTRF inh = SUMOylation inhibition; HTRF SUMOylation assay, SAE1/SAE2 + UBC9, in vitro; hit rate 0.36% among 290,000; inhibition, % at 35 µM; in the data active means inhibition above about 50%, passing the limit was not always enough; further: strong numbers were not always called active
PHOSPHO1 block = PHOSPHO1 (human) inhibition; Q8TCT1; recombinant PHOSPHO1, absorbance phosphatase assay; inhibition, % at 13.3 µM; hit rate 1.1% among 290,000; in the data active means inhibition above about 60%
IDE cell activ = IDE (human) activation, cell-based; P14735; HEK cells, FAbeta-B cleavage, fluorescence polarization; 0% vehicle, 100% cell-free pure enzyme wells; activation, % at 5.96 µM; hit rate 0.073% among 340,000; AID 493087;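 active means activation above the mean of all tested compounds plus 3 SD, set per screening campaign, cut at about 17% in these data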
Target sequence (P14735 whole entry, looked up): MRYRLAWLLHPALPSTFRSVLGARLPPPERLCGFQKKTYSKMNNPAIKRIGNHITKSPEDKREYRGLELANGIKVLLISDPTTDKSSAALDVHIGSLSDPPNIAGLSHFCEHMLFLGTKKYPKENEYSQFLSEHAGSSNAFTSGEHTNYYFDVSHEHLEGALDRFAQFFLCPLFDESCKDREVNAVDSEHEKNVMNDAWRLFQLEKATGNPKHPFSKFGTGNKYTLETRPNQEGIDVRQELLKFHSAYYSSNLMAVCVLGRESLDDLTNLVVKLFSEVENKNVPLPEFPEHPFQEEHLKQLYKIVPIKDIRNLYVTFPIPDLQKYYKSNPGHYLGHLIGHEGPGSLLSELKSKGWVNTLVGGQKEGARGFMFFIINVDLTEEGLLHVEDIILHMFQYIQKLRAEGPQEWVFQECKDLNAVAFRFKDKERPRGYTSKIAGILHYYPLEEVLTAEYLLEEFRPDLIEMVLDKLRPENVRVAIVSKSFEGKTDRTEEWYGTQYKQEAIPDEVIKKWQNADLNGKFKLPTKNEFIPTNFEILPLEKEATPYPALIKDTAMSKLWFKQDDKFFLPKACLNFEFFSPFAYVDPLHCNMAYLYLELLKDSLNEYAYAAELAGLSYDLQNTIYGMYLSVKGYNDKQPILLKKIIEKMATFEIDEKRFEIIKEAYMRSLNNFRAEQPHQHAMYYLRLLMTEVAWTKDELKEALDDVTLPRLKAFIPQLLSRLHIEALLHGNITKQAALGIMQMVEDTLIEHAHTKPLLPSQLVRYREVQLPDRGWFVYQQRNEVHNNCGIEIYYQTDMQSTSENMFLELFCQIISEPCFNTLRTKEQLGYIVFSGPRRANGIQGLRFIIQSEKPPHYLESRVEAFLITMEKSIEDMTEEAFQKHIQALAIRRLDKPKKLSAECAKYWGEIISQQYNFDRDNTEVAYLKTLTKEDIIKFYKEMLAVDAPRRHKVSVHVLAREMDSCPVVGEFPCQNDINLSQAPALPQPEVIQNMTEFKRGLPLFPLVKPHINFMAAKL
MEKK3 PB1 HTS = modulators (inhibitors or enhancers) of MEK5 binding to human MEKK3 PB1 domain | hit rate 1.4% among 290,000 | bead-based flow cytometry, Alexa488-MEK5 binding to MEKK3; actives lie on both sides; 0 = blocked by unlabeled MEK5, 100 = vehicle | Q99759 | AID 1529 | binding response (% of control), % at 10 µM;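 active means binding response more than 3 SD above or below the average of its plate-row segment, actives on both sides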;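 further: Alexa488 bead fluorescence after subtracting the streptavidin-only scavenger bead signal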
FID counter = fluorescent intercalator displacement, NS3 helicase counter-screen | DNA fluorescent intercalator displacement, fluorescence | inhibition, % at 7.9 µM | hit rate 0.17% among 290,000; in the data active means inhibition above about 37%;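 further: 0% = vehicle and 100% = reference compound; higher means more ethidium bromide displaced from hairpin DNA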
pCIP destab = p/CIP protein destabilization. Q05BA5. F442A p/CIP-EGFP cells, EGFP fluorescence, 16 h. decrease of EGFP signal, % at 10 µM. hit rate 0.01% among 290,000. AID 1984;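 active means EGFP signal decrease of at least 30% at 10 µM or well 3 SD below plate mean, unless failing retest; inactive means the rest, including hits failing retest or dose response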; further: some compounds called inactive have numbers as strong as hits; many of its hits are not listed in these tables
NS3 helicase inh = blocks Hepatitis C virus NS3 helicase unwinding | hit rate 0.56% among 290,000 | NS3 helicase DNA unwinding, Cy5 molecular beacon fluorescence | inhibition, % at 10.9 µM;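 active means inhibition above the mean of all tested compounds plus 3 SD, set per campaign, cut at about 35% in these data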;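 further: 0% = DMSO wells and 100% = thioflavine S control wells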
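Test system: hepatitis C virus NS3 helicase domain fragment enzyme. Also added: annealed dual-labelled DNA beacon duplex, ATP-started. Timing: 60 min unwinding reaction at 25 °C after ATP addition. Technique: Cy5 fluorescence. Measure: % inhibition of unwinding.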
VIM-2 inhibitor = inhibitors of Pseudomonas aeruginosa VIM-2 metallo-beta-lactamase | hit rate 0.89% among 290,000 | inhibition, % at 5.6 µM | AID 1527 | purified VIM-2, nitrocefin hydrolysis, epi-absorbance fluorescence;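 active means inhibition above the mean of all tested compounds plus 3 SD, cutoff set per screening run, cut at about 7.5% in these data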;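 further: red hydrolysis product quenches plate fluorescence so inhibitors raise well fluorescence; 0% = enzyme with DMSO and 100% = DMSO without enzyme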
IMP-1 inh = blocks Pseudomonas aeruginosa IMP-1 metallo-beta-lactamase | hit rate 0.45% among 290,000 | purified IMP-1, nitrocefin hydrolysis, epi-absorbance fluorescence | AID 1556 | inhibition, % at 5.6 µM;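 active means inhibition above the mean plus 3 SD of all compounds in the same screening run, cut at about 4.5% in these data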;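 further: 0% = IMP-1 with DMSO and 100% = DMSO wells lacking enzyme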
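Material – recombinant IMP-1 enzyme, purified · Amount – IMP-1 0.2 nM before substrate addition · Medium – HEPES buffer pH 7.1 with ZnSO4 and Brij 35 · Timing – 25 °C, 15 min preincubation, 25 min reaction · Measured by – plate fluorescence quenching by hydrolysis product, ex 480/em 530 nm · Read-out – percent enzyme inhibition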
* hit, by the source's call; . = no result given; [ ] = dose if it differs, or a comment.

SMILES	SUMO HTRF inh	PHOSPHO1 block	IDE cell activ	MEKK3 PB1 HTS	FID counter	pCIP destab	NS3 helicase inh	VIM-2 inhibitor	IMP-1 inh
CCCC(c1nnnn1CC(=O)OCC)N(Cc1cc2ccc(C)cc2[nH]c1=O)C1CCCC1 (stereo not given)	17.4	4.7	2.1	89.0	1.5	1.2	-3.2	-2.2	-3.7
CCC(=O)NS(=O)(=O)c1ccc(N=NN2CCCCC2)cc1	10.1	-65.4	0.5	98.0	-2.7	-18.8	15.4	-1.7	-2.9
CCCCCCCCCCSc1n[nH]c(NC(C)=O)n1	7.6	1.0	-5.8	90.0	-3.1	-19.0	-0.1	-0.7	-1.0
Cc1ccc(CC(NC(=O)c2ccccc2)C(=O)NCC(=O)O)cc1 (stereo not given)	0.0	21.7	-6.6	108.0	-5.0	-8.1	-0.9	-3.4	-3.7
CC(=O)N(C)c1ccc(N=Cc2c(O)ccc3ccccc23)cc1	-0.1	-2.7	4.8	103.0	-3.7	-5.7	36.3*	-0.9	-1.3
Cc1cccc(NC(=O)C(=O)NCc2ccc3c(c2)OCO3)c1C	9.9	39.5	1.0	85.0	-5.1	-24.0	8.9	0.1	0.7
O=C(O)[C@@H]1Cc2ccccc2N1	13.0	37.7	5.0	91.0	-2.1	-9.9	1.1	-1.8	-0.7
O=c1n(-c2ccccc2)c(=O)n2n1CCC2	-24.1	2.3	2.8	100.0	-2.2	2.4	-0.8	-1.9	-3.1
CCn1c(SCC(=O)Nc2oc(-c3ccccc3)c(-c3ccccc3)c2C#N)nnc1-c1cc(OC)cc(OC)c1	6.6	0.9	3.7	102.0	-1.6	1.2	1.5	-2.3	-2.0
COCCCNC(=O)c1ccc(N2CCCC2)c(NS(=O)(=O)c2ccc(C)cc2)c1	15.6	63.7*	1.7	101.0	-26.4	-33.8	0.3	-2.6	-4.6
Cn1nnc2cc(NC(=O)N3CCN(c4ccccn4)CC3)ccc21	-1.8	3.6	-7.1	101.0	-8.4	-12.4	4.0	-2.3	-2.7
O=C(O)CCC(=O)c1ccc2c(c1)OCCO2	0.6	-4.5	3.5	113.0	-4.7	-6.3	-0.1	-1.0	-3.9
CC(=O)Nc1sc2c(c1C(=O)N1CCOCC1)CCCCC2	-21.5	-17.6	2.1	101.0	-1.2	-11.1	-12.3	-2.3	-2.5
CC(=O)N1N=C(c2cccc(Br)c2)OC12CCCC2	9.4	-6.7	1.6	101.0	-11.2	0.2	11.3	-1.0	-1.2
O=C(O)c1cccc(NC(=S)NC(=O)c2ccncc2)c1	-0.7	0.3	-1.3	103.0	6.9	7.9	3.3	0.3	-1.1
COc1cccc(-n2c(Cc3cc(=O)[nH]c(=O)[nH]3)nnc2SCC(=O)N2CCCC2)c1	-2.2	-23.2	1.3	78.0	-4.5	6.6	-4.8	2.1	-3.6
CCn1cc(CNCc2ccc(OCC(O)CN(C)Cc3ccccc3)cc2)cn1 (stereo not given)	2.2	23.4	6.3	97.0	33.1	-10.7	-12.4	1.7	-0.1
COCCNC(=O)CN(CCc1ccccc1)S(=O)(=O)c1ccc(OC)cc1	8.2	-0.5	-0.6	100.0	-19.9	-4.6	-0.8	-1.7	-1.2
CCCCNC(=O)CSc1nc2cc3c(cc2c(=O)n1CCC(=O)NCCc1ccc(OC)c(OC)c1)OCO3	0.2	5.4	5.6	94.0	-18.5	-1.9	6.5	0.7	-0.3
COCCn1c(=N)c(C(=O)NCc2ccco2)cc2c(=O)n3ccccc3nc21	23.6	-4.6	2.2	101.0	-0.2	-6.0	4.1	0.7	-0.8

The closing two records of the section above come first, to join the parts.
SMILES	SUMO HTRF inh	PHOSPHO1 block	IDE cell activ	MEKK3 PB1 HTS	FID counter	pCIP destab	NS3 helicase inh	VIM-2 inhibitor	IMP-1 inh
CCCCNC(=O)CSc1nc2cc3c(cc2c(=O)n1CCC(=O)NCCc1ccc(OC)c(OC)c1)OCO3	0.2	5.4	5.6	94.0	-18.5	-1.9	6.5	0.7	-0.3
COCCn1c(=N)c(C(=O)NCc2ccco2)cc2c(=O)n3ccccc3nc21	23.6	-4.6	2.2	101.0	-0.2	-6.0	4.1	0.7	-0.8
COc1ccccc1NC(=O)CCSc1nnc(-c2ccco2)o1	-6.9	14.6	3.0	105.0	2.2	2.7	4.7	-3.9	-2.5
CCOC(=O)CSc1nnc(NC(=O)CN2CCCCC2)s1	9.2	.	2.3	102.0	-7.0	-4.2	1.8	-4.0	-2.4
O=C(O)CC(c1ccc(Cl)cc1)n1cccc1 (stereo not given)	10.5	27.6	0.8	100.0	0.9	2.4	7.7	-1.9	-2.5
CC12CC3CC(C)(C1)CC(CN)(C3)C2	-20.9	11.0	6.3	100.0	5.5	-8.2	2.7	-2.7	-2.2
CCOc1ccc(C(CC(=O)O)NC(=O)Cc2ccc(Cl)cc2)cc1 (stereo not given)	15.7	24.2	3.8	106.0	-23.5	-7.6	-2.7	-4.3	-3.2
COc1ccc(OC)c(N(CC(=O)N2CCCC2)S(=O)(=O)c2ccccc2)c1	5.6	-1.8	6.1	103.0	-17.9	-14.0	12.0	1.6	-0.5
CCOc1ccc2oc(C(=O)Nc3ccc4c(c3)OCO4)c(C)c2c1	20.6	12.0	-0.1	107.0	-20.1	-6.9	-10.5	1.2	-1.4
CCOC(=O)c1cc(-c2cccnc2)nn1-c1ccccc1	21.0	40.0	-4.0	102.0	-6.9	9.3	15.6	-3.1	-1.9
O=C(NCc1ccccc1)C(=O)NCC1OCCN1C(=O)c1cccs1 (stereo not given)	2.0	-14.7	0.5	132.0*	-6.8	-0.7	-6.9	-0.6	-0.2
CCOc1ccc(-c2cc(C(=O)NN3CCN(C)CC3)c3cc(Cl)ccc3n2)cc1	35.3	-31.4	.	105.0	18.4	-15.8	-82.9	-2.8	-2.4
CCc1cccc(N=c2c([N+](=O)[O-])nn(-c3ccc(Cl)cc3)n2O)c1	9.2	17.1	8.5	93.0	-0.3	-12.8	-3.2	-3.9	-3.9
CC(=O)Oc1ccc(-c2nc3ccccc3c(=O)o2)cc1	-7.9	.	-3.0	107.0	-3.2	-17.5	4.5	-1.0	-4.7
CC1SCC(=O)N(CC(=O)NC2CCCCC2)C1=O (stereo not given)	8.9	15.0	1.2	100.0	-5.2	-2.4	11.4	-3.0	-2.4
O=C(CCN1C(=O)c2ccccc2C1=O)N(CCO)Cc1ccccc1	-2.1	34.3	-0.9	.	-6.6	-11.2	-7.0	0.6	0.6
CC(/C=C/c1cccc([N+](=O)[O-])c1)=N\NC(=O)c1ccncc1	0.0	46.5	5.1	98.0	-4.5	0.7	1.0	-0.9	-2.1
COc1ccc(NC(=O)Cn2nnc(C(=O)NCc3cccs3)c2N)cc1Cl	25.7	26.3	3.1	102.0	-4.3	-1.5	3.8	-2.0	-2.6
O=C(CCN1C(=O)COc2ccccc21)NCCCN1CCN(c2ccc(F)cc2)CC1	1.0	-6.8	1.1	97.0	15.4	-8.9	-16.5	-1.5	-2.5
COc1ccc(C(=O)Nc2ccc(OCc3ccccc3)cc2)cc1[N+](=O)[O-]	-22.8	42.0	1.3	101.0	-0.3	-1.1	3.6	0.0	-3.1
CN(CC(=O)Nc1ccccc1C(F)(F)F)C(=O)CC1OC(=O)c2ccccc21 (stereo not given)	3.3	28.7	3.9	102.0	-6.2	5.4	-2.5	-0.4	-1.8
O=C(CCN1C(=O)c2ccccc2S1(=O)=O)Nc1ccc(C(=O)O)cc1	-0.9	17.6	1.7	98.0	-6.8	1.5	10.5	-1.4	-2.2
CC1CC(C)CN(C(=O)C2CCN(S(=O)(=O)c3c(Cl)cccc3Cl)CC2)C1 (stereo not given)	-6.2	18.5	-0.5	99.0	-44.9	8.7	-13.5	-0.6	-4.0
COc1ccc(N2C(=O)S[C@@H]3CS(=O)(=O)C[C@@H]32)cc1	-2.3	-5.0	1.1	98.0	0.6	10.7	0.6	0.3	-3.0
Cc1ccccc1OCCCC(=O)Nc1ccc(Br)cc1	-13.3	8.2	-6.0	0.0*[inhibitor]	-1.7	-15.2	-8.7	0.3	-2.0
O=c1c2ccccc2[nH]c2ccc(O)cc12	18.0	0.0	3.0	96.0	-3.8	-5.4	24.0	3.0	1.3
COC(=O)C(CC(C(=O)OC)C(=O)OC)C(=O)OC	22.9	5.5	4.5	103.0	2.5	-7.2	11.4	-5.0	-3.0
Cc1c(CCC(=O)N[C@@H](C)C(=O)O)c(=O)oc2c(C)c3oc4c(c3cc12)CCCC4	17.5	.	2.7	103.0	-19.5	-2.1	22.1	0.5	-3.2
CCOc1cc(N2CCOCC2)c(OCC)cc1NC(=O)c1ccc(S(=O)(=O)N(C)C)cc1	-11.8	-7.5	2.1	101.0	-4.7	10.9	6.3	-1.8	-1.2
CN(c1ccccc1C(=O)Nc1ccc(S(=O)(=O)N2CCCCC2)cc1)S(C)(=O)=O	-3.3	-5.8	-1.8	105.0	-14.8	-5.8	-4.9	-0.7	-2.8
CCc1cccc(C)c1N=Cc1c(O)c2ccccc2oc1=O	18.7	20.1	4.2	102.0	-14.7	1.6	-0.9	-0.4	-1.6
N=c1n(CCO)c2ccccc2n1CCOc1ccc(Cl)cc1Cl	-7.1	-8.8	3.4	113.0	14.3	-3.0	-65.3	-4.5	-4.2
COC(=O)[C@@H]1C[C@@H]2CC[C@@H](O)C[C@@H]2N1Cc1ccc(C(F)(F)F)cc1	2.4	22.1	1.5	103.0	.	-9.4	.	.	.
COC(=O)c1cc(/C=C/c2ccccc2)on1	20.5	34.3	4.9	105.0	-5.9	-0.5	5.0	-1.0	-4.9
O=C(NCC(c1cccnc1)N1CCN(c2ccccc2)CC1)C1CCCCC1 (stereo not given)	-4.7	41.3	0.7	99.0	-19.6	-5.7	-2.3	-2.3	-4.0
O=C(N/N=C/c1c[nH]c2ccccc12)c1ccc([N+](=O)[O-])cc1Cl	5.0	.	3.6	99.0	11.4	-18.6	-1.9	-2.7	-1.2
CC1Oc2ccccc2N(CC(=O)NC2CCCC2)C1=O (stereo not given)	-2.7	49.2	0.7	103.0	-1.6	-6.1	7.8	1.4	-1.4
C=CCOc1ccc(C=Nc2ccc(C)c(Cl)c2)c(O)c1	-5.5	4.6	5.2	93.0	5.4	0.1	-0.9	-3.9	-3.0
CN1CCN(c2ccc(Cl)cc2NC(=O)/C=C/c2cccc(F)c2)CC1	10.9	36.7	-0.5	103.0	21.9	-2.8	-38.2	1.9	-1.0
CN(C)CCCN=c1cc(-c2ccccc2)oc2ccc(Cl)cc12	21.7	-33.8	-1.3	82.0	3.7	-6.8	-9.5	-2.8	-2.0
COCCCN(CC(=O)O)S(=O)(=O)c1ccccc1	13.8	5.0	3.9	106.0	4.3	-2.9	-3.3	-2.6	-1.9
COc1ccccc1N1CCN(Cc2cn[nH]c2-c2ccc(F)cc2)CC1	13.6	12.3	2.0	91.0	10.9	-2.8	1.9	1.4	1.8
Cc1cc(C)nc(NC2=NCCN2C(=O)Nc2ccc(Cl)c(Cl)c2)n1	.	.	.	.	2.3	.	-15.2	-3.1	-1.9

A portion of the library, so the mix of outcomes need not match the whole.
